TNAP act hiacc: activators of human TNAP at high phosphate acceptor concentration; P05186; purified TNAP, CDP-star luminescence, 1 M DEA, 30 min; hits give high values; 0 = EDTA background, 1 = DMSO-only activity; activation factor at 20 µM; 200,000 tested, under 10 active; AID 1136;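 active = activation factor at least 2 at 20 µM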
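Dosing: 20 µM single point. System: human TNAP. Amount: TNAP 1/800 final. Incubation: 30 min, room temperature. Read-out: TNAP activation factor scaled between EDTA and DMSO control wells. Signal: luminescence from CDP-star hydrolysis. Medium: 1 M DEA, pH 9.8, Mg2+, Zn2+. Control set: EDTA negative control, DMSO positive control.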
FLuc inh counter: inhibits firefly luciferase, flagging false hits in luciferase inhibition screens | ATPLite firefly luciferase biochemical luminescence, 10 min | inhibition, % at 10 µM | 200,000 tested, 1.5% active | AID 1006;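 active = inhibition above about 50% when tested at 10 µM, limit read from the data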
Target sequence (P08659 whole entry, looked up): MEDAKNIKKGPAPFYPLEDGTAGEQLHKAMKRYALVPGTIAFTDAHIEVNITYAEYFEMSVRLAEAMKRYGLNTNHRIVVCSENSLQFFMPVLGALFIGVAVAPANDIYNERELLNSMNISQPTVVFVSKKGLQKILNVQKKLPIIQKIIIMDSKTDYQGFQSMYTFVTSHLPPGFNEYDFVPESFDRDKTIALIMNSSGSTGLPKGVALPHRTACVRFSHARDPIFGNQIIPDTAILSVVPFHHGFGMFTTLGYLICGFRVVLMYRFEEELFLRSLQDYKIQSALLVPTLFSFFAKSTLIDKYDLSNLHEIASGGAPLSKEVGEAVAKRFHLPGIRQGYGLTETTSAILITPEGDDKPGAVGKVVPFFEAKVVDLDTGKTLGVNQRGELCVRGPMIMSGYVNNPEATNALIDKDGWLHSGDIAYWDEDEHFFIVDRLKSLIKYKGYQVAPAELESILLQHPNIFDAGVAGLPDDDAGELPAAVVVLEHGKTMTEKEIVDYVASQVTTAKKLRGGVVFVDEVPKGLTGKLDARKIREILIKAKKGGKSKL
APP 5'UTR act: activates APP 5'UTR luciferase reporter. SH-SY5Y APP 5'UTR luciferase reporter, luminescence; zero percent = DMSO vehicle wells. activation, % at 2 µM. 190,000 tested, 1% active. AID 1276;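 active = activation above a set limit, based on mean plus 3 SD of controls, cut at about 140% in these data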; also: values of inactives mirror those of a sister screen read the other way
PMI act satM6P: activators of human phosphomannose isomerase at near-saturating mannose 6-phosphate. activation factor at 20 µM. coupled PMI enzyme assay, resazurin fluorescence, 20 min; hits give high values; 1 = untreated enzyme, 0 = substrate-free blank. 190,000 tested, 0.34% active. P34949. AID 1216;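 active = activation factor of 2 or more at 20 µM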
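Material: human phosphomannose isomerase with PGI, G6PDH, diaphorase coupling enzymes / Reagent: Man-6-P substrate 1.0 mM / Dosing: single compound dose of 20 µM, 1% DMSO final / Incubation: enzyme reaction with compound 20 min at room temperature / Signal: resorufin fluorescence (Ex 544/Em 590 nm) from resazurin via diaphorase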
TNAP inh noacc: inhibitors of human TNAP without phosphate acceptor; 200,000 tested, 0.26% active; P05186; purified TNAP, CDP-star luminescence, 30 min; inhibition, % at 20 µM;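 active = tissue-nonspecific alkaline phosphatase inhibition above about 50% at 20 µM in the single-dose screen, limit read from the data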;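 also: 0% = DMSO negative control and 100% = EDTA positive control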
bIAP act: increases bovine intestinal alkaline phosphatase activity | purified bovine IAP, CDP-star luminescence, 30 min; hits give high values; fold of DMSO-control signal, blank-subtracted | activation factor at 20 µM | 200,000 tested, 0.17% active | AID 1016;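 active = activation factor of 2 or more at 20 µM, a signal rise over negative controls twice the positive control's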
FLuc stim CS: firefly luciferase counter-screen for stimulation assays. ATPlite luciferase biochemical, luminescence, 10 min; 0 = ATP-free wells, 1 = DMSO control. AID 1027. activation factor at 10 µM. 200,000 tested, under 10 active;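 active = luciferase activation factor, scaled between plate controls, of at least 2 with compound at 10 µM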
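Material: Luciferase/luciferin reagent mix | Doses: Test compounds dosed from 2 mM stocks in 100% DMSO | Timing: 10 min incubation after luciferase reagent addition, room temperature | Measured by: Luminescence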
NF-kB expr up: compounds increasing NF-kB expression in human neuronal cells; NF-kB reporter expression; hits give high values; fold change at 12.5 µM; 190,000 tested, 1.6% active; AID 1239; in the data active = fold change above about 3.3
TNAP inh hi DEA: inhibitors of human TNAP at high phosphate acceptor concentration. purified TNAP, CDP-star luminescence, 1 M DEA. inhibition, % at 20 µM. 200,000 tested, 0.03% active. P05186;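 active = over 50% inhibition of tissue-nonspecific alkaline phosphatase at 20 µM in the single-dose screen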;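 also: plate controls were DMSO wells for no effect and EDTA-quenched wells as full inhibition for full effect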
PMI act: phosphomannose isomerase (human) activation | purified human PMI, coupled resazurin fluorescence, 20 min; hits give high values; 1 = vehicle control, 0 substrate-free wells | 190,000 tested, 0.005% active | AID 1214 | activation factor at 20 µM | P34949;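 active = activation factor of 2 or more at 20 µM, relative to plate controls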
* = called active by the depositor; / = not tested or not shown. The list is partial, so the mix of outcomes need not match the whole.

1	CC(C)NNC(=O)c1ccncc1
2	CC(=O)Oc1ccc2c(C)cc(=O)oc2c1
3	CCCC(=O)O[C@]1(C(=O)COC(C)=O)CC[C@H]2[C@@H]3C[C@H](F)C4=CC(=O)C=C[C@]4(C)[C@@]3(F)[C@@H](O)C[C@@]21C
4	COc1ccc(C(=O)c2ccccc2)c(O)c1
5	CCCCCCCCCCCCCCCC(O)C(N)CO (stereo not given)
6	CCN(CCCCOC(=O)c1ccc(OC)c(OC)c1)C(C)Cc1ccc(OC)cc1 (stereo not given)
entry no.	1	2	3	4	5	6
TNAP act hiacc	1	1	1	1	1	1
FLuc inh counter	-4	-7	-6	-1	1	-4
APP 5'UTR act	23	5	77	6	1	5
PMI act satM6P	1.2	1	1.1	1	1.2	1.1
TNAP inh noacc	25	-8	-9	-6	-4	-3
bIAP act	0.8	0.9	1.1	0.9	0.9	1
FLuc stim CS	1	1.1	1.1	1	1	1
NF-kB expr up	1.8	1.1	0.56	1.3	2.3	1.1
TNAP inh hi DEA	-2	-4	-1	-2	-1	-2
PMI act	1.1	1	1.1	0.9	1.2	1.1

7	N=c1nc(N2CCCCC2)cc(N)n1O
8	CCN(CC)CC1CCCCN1CC(=O)N1c2ccccc2C(=O)Nc2cccnc21 (stereo not given)
9	O=C(O)Cc1cn(-c2ccccc2)nc1-c1ccc(Cl)cc1
10	CC(C)(C)NCC(O)COc1cccc2c1C[C@H](O)[C@H](O)C2 (stereo not given in full)
11	CCCC(=O)O[C@]1(C(=O)CCl)[C@@H](C)C[C@H]2[C@@H]3CCC4=CC(=O)C=C[C@]4(C)[C@@]3(F)C(=O)C[C@@]21C
12	C/C(=N\NC(=S)NCc1ccccc1)C1CCCCC1
entry no.	7	8	9	10	11	12
TNAP act hiacc	1	1.1	1	1	1	1
FLuc inh counter	-2	-1	0	-5	-5	-3
APP 5'UTR act	3	/	-1	0	80	9
PMI act satM6P	0.9	1.1	1	1	1.1	1.2
TNAP inh noacc	-4	-12	-9	-8	-5	-12
bIAP act	0.9	0.9	1	0.9	0.9	0.7
FLuc stim CS	1	1	1	1	1	1
NF-kB expr up	1.6	/	1.1	1.2	0.45	1.1
TNAP inh hi DEA	3	-6	-1	2	-1	-2
PMI act	0.8	1	1.1	1	1.1	1.2

A second format for part of the listing above:
entry | Compound | TNAP act hiacc | FLuc inh counter | APP 5'UTR act | PMI act satM6P | TNAP inh noacc | bIAP act | FLuc stim CS | NF-kB expr up | TNAP inh hi DEA | PMI act
8 | CCN(CC)CC1CCCCN1CC(=O)N1c2ccccc2C(=O)Nc2cccnc21 (stereo not given) | 1.1 | -1 | / | 1.1 | -12 | 0.9 | 1 | / | -6 | 1
2 | CC(=O)Oc1ccc2c(C)cc(=O)oc2c1 | 1 | -7 | 5 | 1 | -8 | 0.9 | 1.1 | 1.1 | -4 | 1

(more compounds)
13	CCCCN(CCCC)CCCOC(=O)c1ccc(N)cc1
14	COc1ccc(-c2oc3c(CC=C(C)C)c(O[C@@H]4O[C@H](CO)[C@@H](O)[C@H](O)[C@H]4O)cc(O)c3c(=O)c2O[C@@H]2O[C@@H](C)[C@H](O)[C@@H](O)[C@H]2O)cc1
15	Cc1c(C)n(Cc2ccccc2)c2ccc(C(=O)OCCN(C)C)cc12
16	O=C(c1ccccn1)N(Cc1cccs1)C1(C(=O)NC2CCCCC2)CCCCC1
entry no.	13	14	15	16
TNAP act hiacc	1	1	1	1
FLuc inh counter	-4	1	6	-4
APP 5'UTR act	19	/	6	-5
PMI act satM6P	1.1	1.1	1.1	1.1
TNAP inh noacc	-10	-8	-7	-9
bIAP act	0.9	1	1.1	1.1
FLuc stim CS	1	1	0.9	1
NF-kB expr up	1.1	/	1.1	0.86
TNAP inh hi DEA	-2	1	2	-2
PMI act	1	0.9	1	1.1

Sorted by count of non-hydrogen atoms (ascending): some entries from above.
7	N=c1nc(N2CCCCC2)cc(N)n1O
4	COc1ccc(C(=O)c2ccccc2)c(O)c1
12	C/C(=N\NC(=S)NCc1ccccc1)C1CCCCC1
5	CCCCCCCCCCCCCCCC(O)C(N)CO (stereo not given)
10	CC(C)(C)NCC(O)COc1cccc2c1C[C@H](O)[C@H](O)C2 (stereo not given in full)
15	Cc1c(C)n(Cc2ccccc2)c2ccc(C(=O)OCCN(C)C)cc12
11	CCCC(=O)O[C@]1(C(=O)CCl)[C@@H](C)C[C@H]2[C@@H]3CCC4=CC(=O)C=C[C@]4(C)[C@@]3(F)C(=O)C[C@@]21C
3	CCCC(=O)O[C@]1(C(=O)COC(C)=O)CC[C@H]2[C@@H]3C[C@H](F)C4=CC(=O)C=C[C@]4(C)[C@@]3(F)[C@@H](O)C[C@@]21C
entry no.	7	4	12	5	10	15	11	3
TNAP act hiacc	1	1	1	1	1	1	1	1
FLuc inh counter	-2	-1	-3	1	-5	6	-5	-6
APP 5'UTR act	3	6	9	1	0	6	80	77
PMI act satM6P	0.9	1	1.2	1.2	1	1.1	1.1	1.1
TNAP inh noacc	-4	-6	-12	-4	-8	-7	-5	-9
bIAP act	0.9	0.9	0.7	0.9	0.9	1.1	0.9	1.1
FLuc stim CS	1	1	1	1	1	0.9	1	1.1
NF-kB expr up	1.6	1.3	1.1	2.3	1.2	1.1	0.45	0.56
TNAP inh hi DEA	3	-2	-2	-1	2	2	-1	-1
PMI act	0.8	0.9	1.2	1.2	1	1	1.1	1.1

14	COc1ccc(-c2oc3c(CC=C(C)C)c(O[C@@H]4O[C@H](CO)[C@@H](O)[C@H](O)[C@H]4O)cc(O)c3c(=O)c2O[C@@H]2O[C@@H](C)[C@H](O)[C@@H](O)[C@H]2O)cc1
entry no.	14
TNAP act hiacc	1
FLuc inh counter	1
APP 5'UTR act	/
PMI act satM6P	1.1
TNAP inh noacc	-8
bIAP act	1
FLuc stim CS	1
NF-kB expr up	/
TNAP inh hi DEA	1
PMI act	0.9

Screening results from PubChem BioAssay.
